Source: PubChem BioAssay
CXCR6 block: blocks human CXCR6 beta-arrestin recruitment; inhibition, % at 20 µM; AID 602244; CHO-K1 PathHunter CXCR6 beta-arrestin, luminescence; O00574; 360,000 tested, 0.36% active; in the data active means inhibition above about 34%, passing the limit was not always enough;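 further: antagonist mode with CXCL16 agonist at 10 nM final; 0% = 10 nM CXCL16 with DMSO and 100% = unstimulated wells without agonist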
Target sequence (O00574 whole entry, looked up): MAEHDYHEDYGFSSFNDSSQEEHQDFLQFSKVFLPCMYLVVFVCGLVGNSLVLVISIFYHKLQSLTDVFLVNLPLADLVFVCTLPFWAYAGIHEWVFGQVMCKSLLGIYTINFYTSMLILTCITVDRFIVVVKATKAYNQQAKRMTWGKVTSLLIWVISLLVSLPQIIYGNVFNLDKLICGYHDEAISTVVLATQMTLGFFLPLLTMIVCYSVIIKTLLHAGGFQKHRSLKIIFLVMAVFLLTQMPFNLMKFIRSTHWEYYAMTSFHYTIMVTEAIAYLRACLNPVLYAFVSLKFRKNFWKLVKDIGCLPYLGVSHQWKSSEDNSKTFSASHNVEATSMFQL
EBI2 block: blocks human EBI2 receptor beta-arrestin signaling; inhibition, % at 5 µM; EBI2 beta-arrestin recruitment, luminescence, 7a,25-OHC stimulated; 360,000 tested, 0.81% active; P32249; AID 651636; in the data active means inhibition above about 38%;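 further: enzyme fragment complementation signal reports receptor beta-arrestin coupling in cells; 0% = agonist plus DMSO wells and 100% = wells without agonist; some results beyond the cut were filed as inactive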
Target sequence (P32249 whole entry, looked up, the tested form may be a part): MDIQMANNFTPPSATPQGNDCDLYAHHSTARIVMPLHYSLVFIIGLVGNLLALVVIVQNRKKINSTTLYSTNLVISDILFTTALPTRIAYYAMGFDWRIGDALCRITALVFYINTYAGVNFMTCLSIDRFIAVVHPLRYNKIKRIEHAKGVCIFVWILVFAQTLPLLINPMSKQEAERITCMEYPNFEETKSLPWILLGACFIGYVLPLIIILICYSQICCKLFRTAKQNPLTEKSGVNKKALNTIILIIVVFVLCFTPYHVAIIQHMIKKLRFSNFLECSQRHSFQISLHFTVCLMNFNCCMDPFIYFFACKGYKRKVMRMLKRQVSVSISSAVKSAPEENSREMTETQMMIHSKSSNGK
* hit, by the source's call; & = joins results of further samples.

SMILES	CXCR6 block	EBI2 block
c1ccc(N2CCN(c3cccc(-c4cc5ccccc5s4)n3)CC2)nc1	1	-1
CC(C)C(=O)N1CCC1(C)C(=O)Nc1ccc2cn[nH]c2c1 (configuration not stated)	-2	2
Cc1nn(CC(C)C)c(Cl)c1C(=O)N(C)CC(=O)Nc1ccc(Cl)cc1	4	-10
O=[N+]([O-])c1cccc(CON=Cc2ccccc2O)c1	-6	9
COCn1ccnc1C(=O)c1ccco1	-4	-7
O=C1c2ccccc2C(c2nnnn2Cc2ccccc2)N1Cc1cccc(F)c1 (configuration not stated)	5&3	4&8
CCCNC(=O)C1(C)CCCN(C(=O)c2cc(C)n(C(C)(C)C)n2)C1 (configuration not stated)	2	-1
Cc1nc2sccn2c(=O)c1S(=O)(=O)N1CCN(c2ccccc2F)CC1	2	10
Oc1ccc(CCc2ccccn2)cc1	-5	-6
NC(=O)c1c(N)[nH]c(C(=O)c2ccccc2)c1-c1ccncc1	-2	-1
CCOC(=O)[C@]12CCC=C1N(Cc1ccc3c(c1)OCO3)C(=O)[C@H](CC(=O)N1CCCC1)C2	-4	-6
O=C(NCc1cccnc1)c1cc(C2CCCCN2C(=O)CCc2ccccc2)on1 (configuration not stated)	-8	-1
COc1ccc(-c2cc3nc(-c4ccccc4)cc(N4CCN(C(=O)c5ccoc5)CC4)n3n2)cc1	-3	41
CC(C)N1CCCC(C)(C(=O)Nc2nc3ccccc3n2C)C1 (configuration not stated)	6	8
CCCCn1nnnc1C1(C)CCC(=O)N1CCCn1ccnc1 (configuration not stated)	24	16
CCOC(=O)[C@]12CCC=C1N(Cc1cccc3ccccc13)C(=O)[C@H](CC(=O)NCC1CCCCC1)C2	16	11
CCOc1ccc(CCN2C(=S)N([C@@H](Cc3ccc(O)cc3)CN3CCC[C@@H]3CN3C(=S)NC[C@@H]3Cc3ccccc3)C[C@@H]2Cc2ccc(O)cc2)cc1	7	14
CCc1nn(CCCC(=O)NC2CCCCC2C)c(=O)c2cc3occc3n12 (configuration not stated)	0	2
CCOC(=O)C1=CCN(S(=O)(=O)c2cccc(Cl)c2)C1c1ccc(C)cc1 (configuration not stated)	6	4
O=C(Nc1cccc(S(=O)(=O)N2CCCC2)c1)[C@@H]1O[C@H](CO)[C@@H](O)[C@H]1O	-8	-11
COc1ccccc1N=NNc1ccc(S(=O)(=O)NC(C)=O)cc1	-4	-6
CCOc1cc(OCC)cc(C(=O)N2CCC[C@H]2C(=O)N2CCC[C@H]2C(=O)NCc2ccccn2)c1	-3	2
COc1ccccc1S(=O)(=O)N(C)C[C@@H]1OCc2cn(nn2)CCCC(=O)N([C@@H](C)CO)C[C@H]1C	-5	-9
COc1ccc(S(=O)(=O)N(C)[C@H]2C[C@H]3c4cc(Oc5ccccc5C)ccc4CCN3C(=O)[C@H]2[C@H](C)O)cc1	3	10
C(CCN1CCOCC1)CN1CCOCC1	5	-11

The list goes on.
SMILES	CXCR6 block	EBI2 block
Cc1cc(C)n2nc(C(=O)OCC(=O)NC3CCS(=O)(=O)C3)nc2n1 (configuration not stated)	-5	0
CCOc1cccc(-c2ccc3nncn3c2)c1	9	-14
O=C(O)C1CCCN(C(=O)/C=C/c2ccccc2)CC1 (configuration not stated)	0	-14
CC1(C(=O)Nc2ccc3c(c2)OCCO3)CCN1C(=O)C1(c2ccc(Cl)cc2)CCC1 (configuration not stated)	7	4
CN1CCCC(C(=O)Nc2cccc(Cl)c2)CC1 (configuration not stated)	1	-1
CCc1ccc([C@@H]2CC(=O)[C@@H]3CN(S(=O)(=O)c4ccccc4C)[C@H](c4ccc(Cl)cc4)C[C@@H]3N2S(=O)(=O)c2ccc(C)cc2)cc1	0	-10
Cc1ccc2ccccc2c1C(O)c1ncc(-c2ccc(F)cc2)[nH]1 (configuration not stated)	-4	-4
CC(=O)Nc1ccc(S(=O)(=O)NCCC(=O)NCc2ccco2)cc1	-7	-4
Cc1cc2nc(-c3ccc(Cl)cc3)c(CC3CCCCC3)n2c(C)c1Br	-7	-7
CCCCCCn1cc(CN2CC(N3CCCC3)CS2(=O)=O)nn1 (configuration not stated)	-1	-2
CC(C)(C)c1ccc2cc(F)cc(F)c2n1	-3	-6
Cn1c(=NN=Cc2ccccc2OCCO)sc2ccccc21	-5	-2
COCCNC(=S)N1CCC2CC1c1c(Cl)cccc12 (configuration not stated)	-3	6
COc1cccc(C(NC(C)=O)c2nc(-c3cc4ccccc4o3)cs2)c1 (configuration not stated)	-1	-5
CCCCn1c(N)c(N(CCC(C)C)C(=O)c2c(CC)noc2C)c(=O)[nH]c1=O	0	-7
COC(=O)[C@H]1C[C@@]2(O)CN(S(=O)(=O)c3ccc(C)cc3)C[C@@]2(OC(=O)NC2CCCC2)C[C@H]1C(=O)OC	8	-5
C[C@@H]1CN([C@H](C)CO)C(=O)CCCn2cc(nn2)CO[C@H]1CN(C)C(=O)Nc1ccc(F)cc1	-6	-5
CN1CCn2cnc(C(=O)NCCCCCNC(=O)OC(C)(C)C)c2C1=O	-3	0
CN[C@@H](CO)C(=O)NC[C@H]1O[C@@H](n2cnc3c(=O)[nH]c(N)nc32)[C@H](O)[C@@H]1O	-6	-8
Cc1c(C)c2cc(Cl)c(OCC(=O)Nc3ccccn3)cc2oc1=O	4	6
CCOC(=O)C1CCN(C(=O)c2[nH]c(C(F)(F)F)nc2-c2ccccc2)CC1	-8	-12
O=C(NCCc1ccc(F)cc1)C1CCC(=O)N(CC2CCCCC2)C1 (configuration not stated)	2	3
Cc1ccc(C)c(-n2nnc3ccccc3c2=O)c1	1	0
Cn1cc(-c2coc3c(C(=O)NCc4cccnc4)cccc23)cn1	-11	5
CC1(C(=O)Nc2ccccc2)Cc2c(-c3ccc4c(c3)OCO4)ccnc2O1 (configuration not stated)	11	-5

Pulled by structure from above, 4 records:
SMILES	CXCR6 block	EBI2 block
COc1ccccc1N=NNc1ccc(S(=O)(=O)NC(C)=O)cc1	-4	-6
Cn1cc(-c2coc3c(C(=O)NCc4cccnc4)cccc23)cn1	-11	5
Cn1c(=NN=Cc2ccccc2OCCO)sc2ccccc21	-5	-2
Cc1nn(CC(C)C)c(Cl)c1C(=O)N(C)CC(=O)Nc1ccc(Cl)cc1	4	-10

Continuation.
SMILES	CXCR6 block	EBI2 block
COc1cccc(CN2CCC2(C)C(=O)Nc2ccc3c(c2)OCO3)c1F (configuration not stated)	-4	-6
Cc1cccc(C)c1-n1nnnc1C1c2ccccc2C(=O)N1CCc1ccccc1F (configuration not stated)	11	18
Cc1ccc(S(=O)(=O)NC(=O)C2(C)CCN2C(=O)COc2ccc(Cl)cc2)nc1 (configuration not stated)	-3	-13
CCO/C(C)=N/Oc1cnc2ccccc2c1	-2	-5
CC1=C(C(=O)N(C)C)CC(CC(=O)NC2CC2)C(=O)N1Cc1ccccc1 (configuration not stated)	0	-5
COc1ccc(C(O)c2ncc(-c3cccc(C(F)(F)F)c3)[nH]2)cc1 (configuration not stated)	-2	-3
CCOC(=O)C1(C)CCCN(C(=O)c2cccc(C(F)(F)F)c2)C1 (configuration not stated)	-6	1
Cc1ccc([C@H]2N[C@]3(CCCN(Cc4ccc(Br)cc4)C3=O)[C@H]3C(=O)N(Cc4ccccc4)C(=O)[C@@H]23)cc1	0	12
CC1(C(=O)NS(=O)(=O)c2ccc3c(c2)CCO3)CCN1C(=O)Cc1ccc(-c2ccccc2)cc1 (configuration not stated)	-2	-2
CCOC(=O)Nc1ccc2nc(-c3cscn3)[nH]c2c1	-10	-10
O=C1CSC(=S)N1N=Cc1ccc(OCc2ccccc2)cc1	-12	-13
Nc1ncnc2nc(-c3ccccc3)[nH]c12	-1	-15
COc1ccc(CNC(=O)C2CCN(C(=O)[C@@H](CC(C)C)NC(=O)OC(C)(C)C)CC2)cc1	-3	-4
C[C@@H]1CN([C@H](C)CO)C(=O)CCCn2nncc2CO[C@H]1CN(C)S(=O)(=O)c1ccccc1	0	-3
COc1cc(NC(=O)c2ccc(-c3cccnc3)c3ccoc23)cc(OC)c1OC	-5	-2
CCOC(=O)[C@]12CCC=C1N(Cc1ccc3c(c1)OCO3)C(=O)[C@H](CC(=O)N1CCSCC1)C2	0	-4
Cc1ccc(-c2nc3c4ccccc4ccn3c2Cc2ccccc2)cc1	15	6
O=C(O)c1ccccc1C(=O)OC1CC2CCC1C2 (configuration not stated)	6	-7
COCCNC(=O)C1Cc2c(-c3cccc(NC(C)=O)c3)ccnc2O1 (configuration not stated)	4	1
COc1ccc(-c2ccc(CN3C(C(C)C)C(=O)N(Cc4cn(Cc5ccco5)nn4)CCS3(=O)=O)cc2)cn1 (configuration not stated)	0	10
CCOc1ccc(NC(=O)c2ccc(F)c(S(=O)(=O)N3CCCC3)c2)cc1	12	-8
COc1cccc(-c2cc3nc(NCCCN(C)C)n(C)c(=O)c3s2)c1	0	-5
CC1(C(=O)NCc2cccs2)CCN1C(=O)Cc1cccc2ccccc12 (configuration not stated)	8	1
CC1=C(C(=O)N2CCOCC2)CC(CC(=O)NCCN2CCOCC2)C(=O)N1CCC1=CCCCC1 (configuration not stated)	6	-2
COc1cc(CNc2ncnc3c2ncn3[C@H]2CN(Cc3ccco3)C[C@@H](CO)O2)cc(OC)c1OC	-3	-4

The list goes on.
SMILES	CXCR6 block	EBI2 block
Clc1ccc(Cn2ncc3c(N4CCN(c5ccccc5)CC4)ncnc32)cc1	-16	-52
O=C(c1cccc(Cl)c1)N1CCC(=O)N([C@H](COCc2ccccc2)Cc2ccccc2)CC1	-5	6
CC(C)c1ccc(NC(=O)N2CCc3nc(NCc4cccc(Oc5ccccc5)c4)ncc3C2)cc1	6	10
CC(=O)c1ccc(Nc2nc(-c3sc(C)nc3C)cs2)cc1	-7	51*
c1ccc2c(-c3cnc4cccnn34)cncc2c1	-4	-2
COCCNC(=O)C1CCCN(C(=O)c2cc(C)n(C(C)(C)C)n2)CC1 (configuration not stated)	0	-6
CCOC(=O)Nc1ccc2c(c1)N(C(=O)CN(C)C)c1ccccc1S2	2	3
Cc1ccc(S(=O)(=O)N2C[C@H]3C(=O)C[C@@H](c4ccc(Cl)cc4)N(S(=O)(=O)c4ccc(C)cc4)[C@H]3C[C@H]2c2ccc(Cl)cc2)cc1	-7	6
COc1ccc(NC(=O)c2cc(C3CCCCN3C(=O)CCc3ccccc3)on2)c(C)c1 (configuration not stated)	5	0
CCOC(=O)C1=C(C)N=c2sc(=Cc3cc(Cl)c(OCC(=O)O)c(OC)c3)c(=O)n2C1c1ccccc1Cl (configuration not stated)	13	35
Cc1ccc(S(=O)(=O)N2C[C@H]3C(=O)C[C@@H](c4ccccc4F)N(S(=O)(=O)c4ccc(C)cc4)[C@H]3C[C@H]2c2ccccc2)cc1	0	15
CCCCC(c1nc2ccccc2[nH]1)N(C(=O)c1ccccc1)c1ccccc1[N+](=O)[O-] (configuration not stated)	-2	-11
CN1CCN(C(=O)c2cc3c(c(-c4cccc(-c5cc6ccccc6o5)c4)n2)[C@H](CCO)N(S(=O)C(C)(C)C)C3)CC1 (some centres not stated)	-12	-7
CCc1nc2ccc(C(=O)NCCN(C)C)cn2c1N(CC)CCOC	-4	-11
CC(=O)NC(c1ccccc1)c1nc(/C=C/c2ccccc2)cs1 (configuration not stated)	-8	3
CCCCC[C@@H]1CCCCC[C@@H](O)C[C@@H](O)[C@H](O)/C=C/C(=O)O1	-7	-8
Nc1cc(C(=O)N2CCN(c3cccc(Cl)c3)CC2)ccc1N1CC2CC(C1)c1cccc(=O)n1C2 (configuration not stated)	7	15
O=C(Nc1ccc(OC(F)(F)F)cc1)N1CCc2nc(NCc3cccc(Oc4ccccc4)c3)ncc2C1	1	4
NC(Cc1ccc(C(F)(F)F)cc1)c1csc(Nc2ncccn2)n1 (configuration not stated)	-1	5
CC(C)(C)S(=O)(=O)/C(C#N)=C/c1cccn1S(=O)(=O)c1ccccc1	3	3
O=C1NC[C@H](Cc2ccc(O)cc2)N(C[C@H]2CCCN2C[C@H](Cc2ccc(O)cc2)N2C[C@H](Cc3ccc(O)cc3)N(CCc3ccccc3)C(=O)C2=O)C1=O	-12	-7
Cn1nc(C(C)(C)C)cc1C(=O)N1CCCCC1c1cc(C(=O)Nc2ccccc2Cl)no1 (configuration not stated)	0	5
C[C@H](O)C#Cc1cnc2c(c1)C(=O)N([C@H](C)CO)C[C@@H](C)[C@@H](CN(C)Cc1ccc(-c3ccccc3)cc1)O2	1	2
CC(C)Cn1c(SCC(=O)NC2CC2)nc2ccc(Cl)cc2c1=O	-2	6
Cc1cc(C)cc(NC(=O)C2CCCCN2S(=O)(=O)c2ccccc2)c1 (configuration not stated)	2	4
CCc1nc2ccc(C(=O)NC3CCN(Cc4ccccc4)CC3)cn2c1N(CC)CCOC	2	-7
C[C@@H]1CN([C@@H](C)CO)C(=O)c2cc(Br)cnc2O[C@H]1CN(C)C(=O)C1CCCCC1	1	1

6 entries from above, arranged by number of heavy atoms, smallest number first.
SMILES	CXCR6 block	EBI2 block
CC(C)(C)S(=O)(=O)/C(C#N)=C/c1cccn1S(=O)(=O)c1ccccc1	3	3
Cc1cc(C)cc(NC(=O)C2CCCCN2S(=O)(=O)c2ccccc2)c1 (configuration not stated)	2	4
Clc1ccc(Cn2ncc3c(N4CCN(c5ccccc5)CC4)ncnc32)cc1	-16	-52
C[C@@H]1CN([C@@H](C)CO)C(=O)c2cc(Br)cnc2O[C@H]1CN(C)C(=O)C1CCCCC1	1	1
CC(C)c1ccc(NC(=O)N2CCc3nc(NCc4cccc(Oc5ccccc5)c4)ncc3C2)cc1	6	10
O=C(Nc1ccc(OC(F)(F)F)cc1)N1CCc2nc(NCc3cccc(Oc4ccccc4)c3)ncc2C1	1	4

An excerpt; rates above refer to the full screens.
